Akt phos inh: blocks phosphorylation of Akt | Neuro2A IGF-stimulated pAkt S473 HTRF, 20 min; active compounds read low | activity change, % for hits at 50 µM | 0.32% of 360,000 active | AID 651550; in the data active = activity change below about -80%; inconclusive = mostly about -51% to -80%; also: % is scaled to controls: 0 for no effect and ±100 for the full control effect
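Neuro2A cells (4,500/well, DMEM with 0.5% FBS) were treated with compound at a single 50 µM final concentration, stimulated with 6 nM IGF for 20 min at 37 °C, and lysed. Phospho-Akt Ser473 was read by HTRF as 665/615 ratio ×10^4.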
PTHR1 ag: PTHR1 (human) receptor agonism; Q03431; Potency, µM (highest dose often 115 µM), inactives show at the top dose activation, usual class: activators; 0.075% of 410,000 active; HEK293 GP2 PTHR1 cells, GloSensor cAMP luminescence, 1 h; also: potency is read from the fitted curve at half-maximal effect; nearly all actives have a fitted effect of over 55% in size; some results filed as inactive show a strong effect at the top dose; inactives centre near -15; many of its hits are not listed in these tables
Target sequence (Q03431 whole entry, looked up): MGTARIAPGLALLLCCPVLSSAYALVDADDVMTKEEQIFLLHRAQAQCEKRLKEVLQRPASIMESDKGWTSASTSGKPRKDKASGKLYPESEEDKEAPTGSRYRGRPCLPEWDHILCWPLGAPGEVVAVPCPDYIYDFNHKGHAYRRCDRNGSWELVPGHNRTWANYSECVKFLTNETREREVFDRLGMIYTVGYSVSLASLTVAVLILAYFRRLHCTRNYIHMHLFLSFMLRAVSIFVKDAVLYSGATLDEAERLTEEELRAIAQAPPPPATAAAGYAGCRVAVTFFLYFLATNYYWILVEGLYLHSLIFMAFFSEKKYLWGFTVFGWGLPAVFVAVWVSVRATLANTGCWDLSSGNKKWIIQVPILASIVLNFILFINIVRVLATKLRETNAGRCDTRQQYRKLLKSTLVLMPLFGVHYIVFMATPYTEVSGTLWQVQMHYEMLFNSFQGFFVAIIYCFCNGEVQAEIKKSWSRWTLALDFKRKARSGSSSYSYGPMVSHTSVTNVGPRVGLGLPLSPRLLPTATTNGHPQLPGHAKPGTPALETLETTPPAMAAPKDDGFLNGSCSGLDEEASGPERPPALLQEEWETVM
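HEK-293-derived GP2 cells expressing PTHR1 and a GloSensor cAMP reporter, 3,000/well, plated overnight, given luciferin plus IBMX (each 0.5 mM as added) for 1 h at 37 °C, then compound for 1 h at 37 °C. Luminescence was read after 15 min at room temperature.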
EPAC2 antag: EPAC2 (human) antagonism | AID 720708 | 0.18% of 360,000 active | Potency, µM (highest dose often 114 µM), for inactives: top-dose activity, negative = inhibition, hits mostly inhibitors | EPAC2 GEF exchange of Rap1B-BODIPY-GDP, fluorescence | Q8WZA2; also: potency is read from the fitted curve at half-maximal effect; % is scaled to controls: 0 for no effect and ±100 for the full control effect; nearly all actives have a fitted effect of over 45% in size; many of its hits are not listed in these tables
D3 ag: D3 dopamine receptor (human) agonism | D3R DiscoveRx beta-arrestin cells, luminescence, 90 min | P35462 | max activation, % | 0.58% of 410,000 active; in the data active = max activation above about 30%; also: 0% is about no effect; mostly tested at two doses, the higher about 12 µM
Target sequence (P35462 whole entry, looked up): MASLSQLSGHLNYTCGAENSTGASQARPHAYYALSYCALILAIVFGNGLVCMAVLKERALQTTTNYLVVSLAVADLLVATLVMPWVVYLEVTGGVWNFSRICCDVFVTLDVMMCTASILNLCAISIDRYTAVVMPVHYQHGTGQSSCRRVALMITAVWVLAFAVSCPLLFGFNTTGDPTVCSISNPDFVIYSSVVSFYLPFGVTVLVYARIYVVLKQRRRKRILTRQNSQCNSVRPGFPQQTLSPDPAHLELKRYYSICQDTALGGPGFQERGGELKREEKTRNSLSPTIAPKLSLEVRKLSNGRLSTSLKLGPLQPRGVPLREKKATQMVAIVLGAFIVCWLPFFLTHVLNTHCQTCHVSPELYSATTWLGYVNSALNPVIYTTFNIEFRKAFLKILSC
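Cells at 1500/well, incubated overnight, then treated with pinned compounds (dopamine as control) for 90 min at 37 degrees C. DiscoveRx reagent added for 30 - 60 minutes at room temperature; luminescence read.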
Mm-Cpn inhibitor: inhibitors of Methanococcus maripaludis chaperonin (MmCpn); purified Mm-Cpn ATPase, ADP Transcreener TR-FRET; Potency, µM (doses to about 76.9 µM), for the others: at the top dose activity, negative = inhibition, most hits filed as inhibitors; 0.031% of 330,000 active; AID 504842; also: potency is read from the fitted curve at half-maximal effect; % is scaled to controls: 0 for no effect and ±100 for the full control effect; nearly all actives have a fitted effect of over 80% in size
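Quantitative HTS used 25 nM Mm-CPN and 10 uM ATP in magnesium/KCl Tris buffer, pH 7.4, with 1 mM DTT. Hydrolysis ran 30 min at 37°C; ADP was read by HTRF.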
CCT chaperon mod: modulators of cytosolic chaperonin (CCT/TRiC) activity. purified chaperonin ATPase assay, HTRF ADP detection, 30 min. activity change, % (no concentration beside the values), hits read low. 0.3% of 360,000 active. AID 651819; in the data active = activity change below about -30%; also: % is scaled to controls: 0 for no effect and ±100 for the full control effect
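TRiC at 40 or 20 nM final (batch-dependent) in 30 mM Tris pH 7.4, 100 mM KCl, 5 mM MgCl2, 1 mM DTT, with compound at single 76 uM and 10 uM ATP, 30 min at 37 deg C. ADP detected by HTRF Transcreener, 665/615 ratio.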
D3 antag: antagonists of human D3 dopamine receptor | P35462 | D3R cells, DiscoveRx beta-arrestin luminescence, antagonist mode; active compounds read low | max response, negative = inhibition, % | 2.5% of 360,000 active | AID 652054; in the data active = max response below about -50%; inconclusive = no clear call, values can overlap the other calls; also: % is scaled to controls: 0 for no effect and ±100 for the full control effect; mostly tested at two doses, the higher about 12 µM
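Cells plated overnight at 1500 cells/well, then exposed to library compounds with dopamine controls for 90 minutes at 37 degrees C. DiscoveRx reagent added for 30–60 minutes at room temperature; luminescence read, quantitative HTS format.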
EPAC2 ag: EPAC2 (human) agonism; Potency, µM (highest dose often 154 µM), for the others: at the highest dose activation, most hits filed as activators; EPAC2 activation, biochemical qHTS; response scale: 100% = 6.5 mM cAMP response; 0.079% of 360,000 active; Q8WZA2; also: potency is read from the fitted curve at half-maximal effect; nearly all actives have a fitted effect of over 50% in size
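Exchange assay: 100 nM EPAC2 with 250 nM Rap1B-BODIPY-GDP and 50 uM GDP. Fluorescence (ex 480/em 540 nm) read every 5 min for 30 min at room temperature. Data normalized to 6.5 mM cAMP as agonist control.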
The depositor's hits bear a star; i = inactive; ? = inconclusive; . = no result given; [ ] = remark or other dose. Unless noted, calls follow the shape of the dose curve; as a rule, active = well fitted curve in the direction sought with a large enough effect; inconclusive = small, poorly fitted or top-dose-only effect, or another doubt; inactive = no such curve, though single readings can be large; an effect the other way counts as inactive or inconclusive. These rows are one share of the data; the hit share may differ from the screen's.

Each structure is followed by: Akt phos inh, PTHR1 ag, EPAC2 antag, D3 ag, Mm-Cpn inhibitor, CCT chaperon mod, D3 antag, EPAC2 ag
COc1cccc(CNCCc2c[nH]c3ccccc23)c1OCc1ccccc1
 : i, -26%, 0%, -12, 0%, 2.2, 3, 3%
CCOC(=O)c1nc(SC)n(C)c1C(=O)OCC
 : i, i, 4%, 3, 1%, 2.1, 6, -3%
C[C@@H]1ON(C)[C@H]2C[C@H]3c4[nH]c5ccccc5c4CCN3C(=O)[C@@H]12
 : i, -2%, -3%, -4, ., 0.3, -17, -12%
COc1cc(OC)c(OC)cc1C=NCC1(c2ccccc2)CCCC1
 : i, i, 0%, 2, -3%, -0.3, -4, 1%
CC(=O)Nc1n[nH]c(=S)s1
 : i, 25%, -3%, -10, ., -3.9, ?, 11%
Nc1c(-c2cccs2)cnn1-c1nc(-c2ccc(F)cc2)cs1
 : i, i, -9%, -9, 4%, -2.2, 20, 11%
Cc1cc(C)c(C(=O)O)c(Cl)n1
 : i, i, 7%, 4, 1%, 2.5, 47, 4%
COc1ccc(/C=C2\SC(=O)N(CCC(=O)NCCCn3ccnc3)C2=O)cc1
 : i, i, -1%, -2, 1%, -6.1, 0, 1%
CC1(C)CC(=O)C=C(c2ccc(-c3ccc4[nH]ccc4c3)cc2)C1=O
 : i, -59%[inhibitor], 1%, 8, ., -1.2, -3, 23%
CCOc1ccc(-n2c(SCC(=O)N3CCc4ccccc43)nnc2-c2c[nH]c3ccccc23)cc1
 : i, i, 9%, 0, 0%, -1.1, 5, 15%
Cc1cc(C)c2nc(N3C(=O)C(O)=C(C(=O)c4ccco4)C3c3ccco3)sc2c1 (stereo not given)
 : i, -30%[inhibitor], -7%, 31*, -4%, 2.4, 75, 5%
CCn1c2ccccc2c2cc(NC(=O)c3ccco3)ccc21
 : i, ?, -9%, -1, -1%, 0.5, 8, 25%
Cc1ccc(NC(=O)c2csc3c2CCCC3)cc1
 : i, -81%[inhibitor], -17%, -5, 0%, -4.5, -24, 21%
CCOC(=O)CCNC(=O)Nc1ccc2nc(C)n(Cc3cccc(Cl)c3)c(=O)c2c1
 : i, -4%[57.5 µM], 0%, 5, -1%, -0.8, -17, 7%
CN(CCOc1ccccc1)CC(=O)Nc1ccc(Br)cc1F
 : i, i, -26%, -8, 4%, -2.7, 8, 3%

Laid out differently: 2 of the compounds above
Cc1ccc(NC(=O)c2csc3c2CCCC3)cc1
  Akt phos inh: i | PTHR1 ag: -81%[inhibitor] | EPAC2 antag: -17% | D3 ag: -5 | Mm-Cpn inhibitor: 0% | CCT chaperon mod: -4.5 | D3 antag: -24 | EPAC2 ag: 21%
CCOc1ccc(-n2c(SCC(=O)N3CCc4ccccc43)nnc2-c2c[nH]c3ccccc23)cc1
  Akt phos inh: i | PTHR1 ag: i | EPAC2 antag: 9% | D3 ag: 0 | Mm-Cpn inhibitor: 0% | CCT chaperon mod: -1.1 | D3 antag: 5 | EPAC2 ag: 15%

(cont.)
Each structure is followed by: Akt phos inh, PTHR1 ag, EPAC2 antag, D3 ag, Mm-Cpn inhibitor, CCT chaperon mod, D3 antag, EPAC2 ag
CCCCNC(=O)C1C2C=CC(C2)C1C(=O)O (stereo not given)
 : i, -25%, 2%, 2, 1%, -1.6, -9, -2%
COc1ccc(S(=O)(=O)N2CCOC2CNC(=O)C(=O)NCCc2ccc(S(N)(=O)=O)cc2)cc1 (stereo not given)
 : i, -18%, -11%, 1, 1%, -3.0, 19, 2%
Cc1ccc(CC2C(=O)N(c3cc(Cl)ccn3)C(=O)C2C)cc1 (stereo not given)
 : i, -6%, -4%, -4, 0%, -2.4, 5, -2%
COc1ccc(C=CC(=O)c2ccc(OCc3ccccc3)c(OC)c2)cc1OC
 : i, i, -8%, 0, ., 0.4, 37, 9%
CCOc1ccccc1C1CC(c2cccs2)=NN1S(C)(=O)=O (stereo not given)
 : i, 0%, -6%, 0, 1%, 0.6, 15, 3%
Cc1ccc(C(=O)OCC(=O)Nc2ccc3[nH]c(=O)[nH]c3c2)cc1[N+](=O)[O-]
 : i, -3%, 2%, -5, 0%, -3.8, -12, 2%
Cc1ccc(CC(=O)Nc2ccc(Cl)cn2)cc1
 : i, -42%[inhibitor], 8%, -4, 0%, -3.5, 3, 2%
O=[N+]([O-])c1ccc(N2CCN(C(=S)Nc3ccccc3)CC2)cc1
 : i, i, 11%, 6, 1%, -0.8, 7, 2%
CN(C(=O)Cn1c(Cl)nc2c1c(=O)n(C)c(=O)n2C)C1CCS(=O)(=O)C1 (stereo not given)
 : i, -20%, -8%, -13, -1%, -1.2, -21, 4%
O=C(Nc1nc2ccc(SC(F)F)cc2s1)c1ccc(NS(=O)(=O)c2ccc(F)c(F)c2)cc1
 : i, -1%, -10%, 4, -9%, -2.1, 5, -5%
O=C(c1ccco1)N1CCN(Cc2nc(-c3cccs3)no2)CC1
 : i, i, 2%, 3, 2%, -0.5, 11, 11%
O=C(C1CCC(=O)N1Cc1cccs1)N1CCOCC1 (stereo not given)
 : i, -14%, 3%, 5, 1%, 2.2, 9, 0%
Cc1cccc2cc(C#N)c(SCC(=O)Nc3ccccc3N3CCOCC3)nc12
 : i, i, 8%, 3, -2%, 0.5, 121, -6%
CC(=O)N1CCN(c2ccc(NC(=O)c3ccc(OCc4ccccc4)cc3)cc2)CC1
 : i, -9%, 1%[57.1 µM], -1, 1%, -6.4, 2, 10%
Cc1cccc(N2C(N)=NC(N)=NC23CCCCC3)c1
 : i, i, -1%, 4, 1%, 2.1, -6, 6%
CC1(c2ccccn2)Nc2ccccc2-c2nc3ccccc3n21 (stereo not given)
 : i, -22%[57.5 µM], 4%[57.1 µM], -2, -3%, -0.3, -5, 8%
Cc1ccc(N2C(=O)CSC2c2cccnc2)c(Cl)c1 (stereo not given)
 : i, i, ?, -9, -1%, 0.9, -22, 5%
COc1cccc(COC(=O)C2CCN(S(=O)(=O)c3ccc(C)cc3C)CC2)c1OC
 : i, -36%[inhibitor], -3%, 4, -1%, 1.0, 11, 9%
Cc1cc(C(=O)CCl)c(C)n1-c1cccc([N+](=O)[O-])c1
 : i, -31%[inhibitor], -10%, -8, -2%, 0.0, ?, 8%
O=c1[nH]c2ccc(Cl)cc2c(O)c1-c1ccccc1
 : i, -8%[57.5 µM], 1%[57.1 µM], 0, 0%, 3.7, 0, -10%
O=C(COC(=O)c1ccc(CNS(=O)(=O)c2ccc(F)c(Cl)c2)cc1)NCC1CCCCC1
 : i, i, 13%, 5, 0%, 0.3, 4, 1%
NC(=O)CN1C(=O)C(=O)N(Cc2ccccc2Cl)C1=O
 : i, -18%, 13%, -4, -2%, -1.8, -28, 13%
COc1ccc(-c2[nH]ncc2CN2C[C@@H]3CCC[C@H]2C3)c(F)c1
 : i, i, 3%, 1, 1%, -1.9, -3, -8%
COc1ccccc1NC(=O)c1ccc(NC(=O)COC(=O)c2cccnc2Cl)cc1
 : i, i, -1%, 1, ?, 1.3, -4, 6%
CC(C)(C)S(=O)c1cccs1 (stereo not given)
 : i, -16%[57.5 µM], 3%, 2, -1%, 2.3, 4, 4%
CCN(CC)S(=O)(=O)c1ccc(N2CCN(c3ccccc3OC)CC2)c(N)c1
 : i, -19%, -10%, -2, 2%, -1.5, -13, 16%
Cn1ccc(NC(=O)Nc2cccc(C(F)(F)F)c2)n1
 : i, -35%[inhibitor], -2%, 2, 0%, -3.1, -18, 2%
COc1ccccc1/C=C/C(=O)NNC(=O)c1cccs1
 : i, i, 1%, 1, 1%, -2.0, 10, 3%
COc1ccccc1N1CCN(/N=C\c2ccccc2)CC1
 : i, -24%, -21%, 6, 1%, 4.1, 16, -1%
CCCCN(C)C(=O)c1cccc(OC2CCN(CC(C)(C)C)CC2)c1
 : i, -18%, 4%, -1, 1%, -0.1, 11, -3%
CN(C)c1ccc(-c2nn3c(C4CCCCC4)nnc3s2)cc1
 : i, i, -1%, -3, -2%, -4.7, 0, -5%
CCOC(=O)c1sc(NC(=O)C(C)Sc2nnc(N)s2)nc1C (stereo not given)
 : i, -4%, 10%, 2, -2%, 0.9, 22, -4%
O=C(Cc1ccc(S(=O)(=O)N2CCOCC2)s1)NCCOc1ccccc1F
 : i, i, -3%, -4, -2%, -0.5, 9, -8%
COc1ccc(C(=O)c2ccc(OC)c(N)c2)cc1N
 : ., -17%, -1%, 1, 3%, 1.5, 40, 12%
CC(C)(C)OC(=O)C(Cl)(C(=O)OC(C)(C)C)c1ccc2nnnn2n1
 : i, -30%[inhibitor], 2%, -1, -14%, -0.3, -2, -8%
COc1ccc(NC(=O)C2CCN(C(=O)NCc3ccccc3)CC2)cc1
 : i, i, -2%, 2, -1%, -1.0, -16, 10%
C[n+]1ccc(C(=O)NCc2ccccc2)cc1
 : i, i, 6%, 3, -4%, -1.8, 5, -6%
COc1ccc(C(=O)c2c[nH]c(C(=O)NCC3CCCO3)c2)cc1 (stereo not given)
 : i, 20%, 12%, -8, -1%, 0.3, ?, 8%
Cc1ccc(OCCCc2c(C)n[nH]c2C)cc1
 : i, -31%[inhibitor], -19%, 20, -3%, -60*, 4, -1%
CCOC(=O)C1C(=O)NC(c2ccccc2)=NC1c1cccc(Br)c1 (stereo not given)
 : i, i, 3%, -8, 2%, -3.6, 0, 16%
COCC(=O)N(Cc1ccccc1)c1ccccn1
 : i, i, 4%, 1, -1%, -1.7, 25, 4%
CC(=O)c1nc(N2C(=O)C3CC=C(C)CC3C2=O)sc1C (stereo not given)
 : i, i, -6%, 7, -6%, -2.7, 21, 10%
CCOC(=O)c1sc(NC(=O)CSc2ncccn2)nc1C
 : i, 7%, -17%, -11, 1%, -1.7, 0, 12%
COc1ccc(NC2=C(Cl)C(=O)N(c3ccccc3)C2=O)c(OC)c1
 : i, -14%, 1%, 2, -3%, -1.2, -3, 6%
Cc1nn(C)cc1S(=O)(=O)N1CCN(c2ccccc2)CC1
 : i, -2%, 2%, -5, -1%, -0.7, -23, 8%
Cc1ccc(C(=O)OCC(=O)NCc2ccco2)cc1
 : i, -5%[57.5 µM], 13%, 1, 1%, -0.5, 8, -4%

Screens as filed in PubChem BioAssay.
